Runt-SMMHC FRET – blocks binding of human RUNX1 Runt domain to CBFb-SMMHC. inhibition, % at 20 µM. AID 1434. Cerulean-Runt/Venus-CBFb-SMMHC FRET ratio 530/480, 1 h. 220,000 compounds, 0.74% hits. Q01196+Q13951;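 active = mean inhibition across duplicate retests at 20 µM reaching about 50%, limit read from the data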;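 also: 0% = DMSO wells and 100% = wells with excess untagged CBFb-SMMHC; inhibitors lower the FRET ratio by blocking Runt binding to CBFb-SMMHC; some results filed as inactive read as strong as hits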
Target sequence (Q01196 whole entry, looked up, the tested form may be a part): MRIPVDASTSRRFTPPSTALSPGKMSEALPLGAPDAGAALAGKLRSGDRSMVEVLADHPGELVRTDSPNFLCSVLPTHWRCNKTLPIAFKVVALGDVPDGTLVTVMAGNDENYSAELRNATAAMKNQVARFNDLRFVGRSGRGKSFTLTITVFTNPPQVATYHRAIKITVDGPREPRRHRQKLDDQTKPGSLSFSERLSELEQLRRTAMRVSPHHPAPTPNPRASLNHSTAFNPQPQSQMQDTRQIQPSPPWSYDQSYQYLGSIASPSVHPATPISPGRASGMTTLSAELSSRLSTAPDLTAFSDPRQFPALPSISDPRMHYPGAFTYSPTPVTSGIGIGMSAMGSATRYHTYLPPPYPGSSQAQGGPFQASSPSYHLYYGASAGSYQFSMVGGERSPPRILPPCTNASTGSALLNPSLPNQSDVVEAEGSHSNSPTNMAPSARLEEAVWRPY
Target sequence (Q13951 whole entry, looked up, the tested form may be a part): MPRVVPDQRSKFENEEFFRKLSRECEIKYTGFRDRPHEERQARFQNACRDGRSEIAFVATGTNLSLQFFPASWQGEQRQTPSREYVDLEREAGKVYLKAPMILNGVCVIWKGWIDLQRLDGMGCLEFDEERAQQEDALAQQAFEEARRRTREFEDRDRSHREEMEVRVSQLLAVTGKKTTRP
Runt-CBFb FRET – Runt domain-CBFb interaction inhibition | inhibition, % at 20 µM | 220,000 compounds, 0.46% hits | Q01196+Q13951 | AID 1496 | Cerulean-Runt/Venus-CBFb FRET ratio 530/480, 1 h;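 active = inhibition over about 50% at 20 µM in the single-dose screen, limit read from the data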;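 also: 0% = DMSO wells and 100% = excess unlabeled CBFb competitor control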
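Schedule: protein complex preformed 1 h, compound exposure 1 h, room temperature, dark; test system: Cerulean-labeled Runt domain protein; amount: 100 nM per protein; buffer or medium: Tris 50 mM pH 7.5, KCl, K2SO4, 0.01% BSA; read-out: loss of energy transfer signal; detection: FRET fluorescence; controls: 5 µM unlabeled CBFb as full-inhibition high control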
TbHK1 inh – blocks Trypanosoma brucei hexokinase 1 activity; recombinant TbHK1, G6PDH-coupled NADH A340; inhibition, % at 10 µM; 220,000 compounds, 0.11% hits;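 active = inhibition of 50% or more in the single-dose primary screen; inactive = inhibition below 50%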
Hck Nef HTS – inhibitors of human Hck kinase activated by Nef; AID 463187; 220,000 compounds, 0.68% hits; Recombinant Hck-YEEI plus Nef, Z-Lyte FRET kinase assay; P08631; inhibition, % at 20 µM;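 active = Hck-Nef kinase inhibition above about 50%, limit read from the data; inactive = inhibition below that limit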;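 also: 0% = DMSO with Hck plus Nef and 100% = Hck alone without Nef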
Mdm2 ligase inh – inhibitors of human Mdm2 E3 ubiquitin ligase | cell-based MDM2 ubiquitination luciferase reporter, 2 h; 0 = plate control, 100 = twice control, blank-subtracted | signal enhancement, % at 5 µM | 210,000 compounds, 0.11% hits | AID 1230;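 active = signal enhancement of 30% or more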;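 also: luminescence tracks abundance of the self-degrading MDM2-luciferase fusion protein; higher signal means inhibition of MDM2 E3 ligase activity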
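Buffer or medium: Cells held in DMEM | Assay system: Stable mammalian line carrying autodegrading MDM2–luciferase fusion reporter | Quantity: 2000 cells/well | Times: 4 h settle plus 2 h compound, 37 °C | Doses: One concentration, 5 µM, with 0.2% DMSO | Technique: Luminescence with SteadyLite reagent, 15 min at room temperature | Benchmarks: Plate controls and plate blanks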
EBV gp42 block – blocks Epstein-Barr virus glycoprotein 42 binding. Q1HVG2. Fluorescence polarization binding assay, mP read-out. inhibition, % (tested at 21.74 µM). 220,000 compounds, 0.42% hits; in the data active = inhibition above about 50%
Target sequence (Q1HVG2 whole entry, looked up): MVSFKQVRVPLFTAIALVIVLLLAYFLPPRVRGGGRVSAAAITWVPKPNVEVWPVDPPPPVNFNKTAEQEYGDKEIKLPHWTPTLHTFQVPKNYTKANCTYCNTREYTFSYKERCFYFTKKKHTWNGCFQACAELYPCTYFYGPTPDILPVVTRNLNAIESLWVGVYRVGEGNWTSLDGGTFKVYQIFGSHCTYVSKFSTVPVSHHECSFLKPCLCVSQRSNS
L929 necroptosis – blocks zVAD induced death of L929 cells; L929 zVAD necroptosis rescue, ATP luminescence, 24 h; with zVAD 60 µM; viability rescue, % at 10 µM; 220,000 compounds, 0.38% hits; AID 1377;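 active = activation, scaled between plate controls, above about 75%, limit read from the data; inactive = activation under that limit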;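 also: 0% = zVAD with DMSO and 100% = DMSO alone without zVAD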
14-3-3 Bad inh – disrupts binding of bovine 14-3-3 zeta to phospho-Bad peptide | inhibition, % at 21.7 µM | AID 781 | P63103 | TR-FRET 14-3-3zeta/Dy647-pBad peptide displacement, 1 h | 220,000 compounds, 0.71% hits;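 active = inhibition above about 70%, limit read from the data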;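 also: 0% = full 14-3-3 plus peptide FRET controls and 100% = background without 14-3-3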
NCF1 inh – p47phox (human) inhibition. P14598. p47phox/p22phox peptide binding, fluorescence polarization, 2 h. inhibition, % at 24.7 µM. 220,000 compounds, 0.53% hits;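 active = inhibition above about 30%, limit read from the data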;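 also: 0% = p47phox with labelled peptide and 100% = labelled peptide alone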
Starred values were filed as active, the others as inactive; / = not tested or not shown; [ ] = another dose, or the depositor's remark. Only part of the results is shown, so the mix of outcomes need not match the whole.

SMILES	Runt-SMMHC FRET	Runt-CBFb FRET	TbHK1 inh	Hck Nef HTS	Mdm2 ligase inh	EBV gp42 block	L929 necroptosis	14-3-3 Bad inh	NCF1 inh
Cc1cccc(C)c1NC1=NCCCCS1	-1	0	5	0	-10	-13	0.1	3	-5
Cc1cccc(OP(N)(=O)Oc2cccc(C)c2C)c1C	1	0	8	38	-8	-14	1.4	0	-5
NC(=O)Nc1ccc(C(=O)OCC(=O)Nc2ccc(Cl)cc2C(=O)c2ccccc2)cc1	-2	-2	0	5	7	-3	1.1	-3[fluorescence artefact?]	-3
O=P(Nc1cccc(Cl)c1)(Oc1ccccc1)Oc1ccccc1	-2	0	8	-7	-15	13	0.3	-1	-7
N[C@@H](Cc1c[nH]c2ccccc12)c1nnc(SCc2ccccc2F)o1	-1	-1	-7	-1	-4	2	0.3	50	-1
O=C1NC(=O)N(c2ccc(F)cc2)C(=O)/C1=C/c1ccc(N2CCOCC2)cc1	5	4	-46	22	-8	-16	34	-19	-13
CC(CN1CCOCC1)OC(=O)Cc1ccccc1 (stereo not drawn)	0	-1	4	15	-18	0	1.1	5	0
C=C1N2CCC(CC2)C1(O)c1ccc(C)c(C)c1 (stereo not drawn)	-2	0	0	-7	-10	-13	0.3	21[fluorescence artefact?]	3
CC1=C(C(=O)N2CCC3(CC2)OCCO3)C2(CCC(C)CC2)OC1=O (stereo not drawn)	-1	1	6	2	-5	-25	1.3	6[fluorescence artefact?]	-12
Cc1ccc2c(c1Cl)NC(C(=O)O)C1CC(Sc3ccccc3[N+](=O)[O-])C(Cl)C21 (stereo not drawn)	-14	20	7	44	/	3	-1.1	41	3
CCC(N)Cc1c[nH]c2ccccc12 (stereo not drawn)	0	0	-9	26	/	-9	-0.3	-1	-12
CN(C)CCN=Cc1c(O)n(CCC2=CCCCC2)c(=O)[nH]c1=O	3	-1	6	5	-6	0	0.0	-18	-13
Cc1ccc(-n2c(O)c(C=NCCN3CCOCC3)c(=O)[nH]c2=O)cc1	3	4	-10	1	-18	-19	-0.4	-11	-11
COc1cccc(CN2CCCCC2c2cccnc2)c1 (stereo not drawn)	2	0	2	6	-2	-17	0.4	81*	2
CC(C)[C@@]1(NC(=O)[C@@H]2C[C@@H]3c4cccc5[nH]cc(c45)C[C@H]3N(C)C2)O[C@@]2(O)[C@@H]3CCCN3C(=O)[C@H](Cc3ccccc3)N2C1=O	-61	-26	-11	-3	/	12	-0.3	2	-10
O=c1[nH]c(=O)n(Cc2ccccc2)c(O)c1C=NCCCn1ccnc1	-5	-3	-6	1	-9	-31	0.6	-7	2
CCC(C)C12CN3CCN(CC(C)(C3)C1=O)C2 (stereo not drawn)	1	1	3	0	-12	-13	-0.8	-8[fluorescence artefact?]	-4
CP(C)(=O)CCC(=O)O	1	2	-2	1	-5	-3	0.1	-2	-4
COc1ccc(NC2(C#N)CCCCC2)cc1	-3	2	-1	25	-9	-3	2.4	-13	1
CCn1ccnc1CN1CCCC(C(=O)c2cc(Cl)ccc2OC)C1 (stereo not drawn)	-5	2	0	0	/	3	-1.4	-8	-5
O=c1[nH]c(=O)n(Cc2ccc(F)cc2)c(O)c1/C=N/Nc1ccccc1	2	0	-13	20	-10	-14	-1.0	-8	-4
Cc1ccc(C2=NN(CCC(=O)N3CCC4(CC3)OCCO4)C(=O)CC2)cc1	-1	-3	-11	2	/	-12	-0.2	3	/
CCOC(=O)C(=O)NC1CCSC1=O (stereo not drawn)	1	1	12	-21	/	-8	-0.1	7	-12
CN=C(SCC(=O)c1cccc(Cl)c1)c1c(O)n(C)c(=O)n(C)c1=O	-4	2	-39	7	7	-2	1.2	-6	7
CCOC(=O)c1ccc(NC(=O)C2C3C=CC(O3)C2C(=O)O)cc1 (stereo not drawn)	1	0	-13	-3	-15	4	0.6	7	-2

Additional entries follow:
SMILES	Runt-SMMHC FRET	Runt-CBFb FRET	TbHK1 inh	Hck Nef HTS	Mdm2 ligase inh	EBV gp42 block	L929 necroptosis	14-3-3 Bad inh	NCF1 inh
O=C(NCCN1CCCCC1)c1ccc(Cl)nc1Cl	5	2	4	1	-5	13	0.3	54	8
C=CCOc1ccc(CC2C(=O)N(C)C(=O)N(C)C2=O)cc1	-2	-5	8	4	-6	2	0.4	5	-15
COc1cc2c(C(=O)O)c(C)n(C)c2cc1Br	-1	-2	5	17	-10	-14	-0.2	-11	-6
Cc1c(C(=O)Nc2ccccc2)cc(-c2ccccc2)n1CCCN1CCOCC1	-1	0	-1	-4	-14	-1	0.8	-4	-3
Cc1ccc(-c2nc3ccccc3c(=O)n2-c2ccccn2)cc1	-42	3	-9	2	-5	-10	-1.0	-6	-6
CCn1c(C)cc(/C=C2\C(=O)NC(=O)N(c3ccccc3C)C2=O)c1C	0	-1	-8	18	-2	-9	26	-5	-8
Cc1ccc(-n2c(O)c(C=NCCC3=CCCCC3)c(=O)[nH]c2=O)cc1	1	-1	-1	32	-6	-1	18	-24	2
Cc1nc2c(-c3ccccc3)c(C)nn2c(C)c1CCC(=O)N1CCC2(CC1)OCCO2	0	2	-18	2	/	4	-0.3	-3[fluorescence artefact?]	0
C=CCn1c(O)c(C(C)=NCCN2CCCCC2)c(=O)[nH]c1=O	-3	0	0	-2	-6	-19	-0.1	-12[fluorescence artefact?]	-2
Cc1nc2c(c(C)nn2-c2ccccc2)c(C)c1CCC(=O)N1CCC2(CC1)OCCO2	-4	-4	-1	-15	-12	/	0.0	/	/
CCOC(=O)C1(CCc2ccccc2)CCN(Cc2csc(C(C)=O)c2)CC1	-2	0	-14	2	-20	-1	-0.1	-2	-4
CC1CN(c2ccc([N+](=O)[O-])c3cccnc23)CC(C)N1 (stereo not drawn)	11	3	-12	0	-2	-17	0.2	3	-7
CCCC(=O)NC(Oc1ccccc1Cl)C(Cl)(Cl)Cl (stereo not drawn)	3	-3	6	1	-14	-20	-0.1	77*	-8
FC(F)(F)c1ccc2c(c1)N(CCCN1CCN(CCCl)CC1)c1ccccc1S2	-4	0	5	1	-1	-12	0.2	17	-5
CC(C)CN1CCN(Cc2ccccc2C(F)(F)F)CC1CCO (stereo not drawn)	-2	1	-1	16	3	-11	0.1	-10	6
CC(=O)NCC(=O)Nc1ccc(Br)cc1C(=O)c1ccccc1	1	-2	-10	-15	-7	-5	-0.1	2	-12
Cn1c(O)c(C2=NN(C(=O)CCl)C(c3ccccc3)C2)c(=O)n(C)c1=O (stereo not drawn)	1	0	-26	8	0	-8	0.1	-7	-4
CC1(C)C(c2ccccc2)=NC(c2cccnc2)N1O (stereo not drawn)	-3	5	-10	2	-5	-10	0.3	-1	-14
C/C(CCc1c[nH]c2ccccc12)=N\O	-5	-3	3	0	-3	0	0.3	0	-8
COc1ccccc1N1C(=O)NC(=O)C2(Cc3cc(C)ccc3N(C)C2)C1=O (stereo not drawn)	6	0	4	7	-13	-10	1.5	0	-11
O=c1[nH]c(=O)n(Cc2ccccc2)c(O)c1/C=N/NCCO	18	5	-1	15	1	-24	0.2	-8	-21
CN(C)CC#CCOCCOCCC#N	-5	0	0	0	-11	-6	-0.4	-15[fluorescence artefact?]	-8
C=C(C)c1cccc(C(C)(C)NC(=O)NC2CN3CCC2CC3)c1 (stereo not drawn)	2	-1	-5	-4	5	-8	3.3	-3	-6
Cc1c(N=Nc2c(O)[nH]c(=S)[nH]c2=O)c(=O)n(-c2ccccc2)n1C	-34	-7	-20	1	-21	-58	0.8	3	-48
COc1cccc(OC)c1C(=O)Nc1nc(N)n(-c2ccccc2)n1	-2	0	-5	1	-8	-20	-0.2	12	-11

Continued, overlapping the part above by 5 compounds.
SMILES	Runt-SMMHC FRET	Runt-CBFb FRET	TbHK1 inh	Hck Nef HTS	Mdm2 ligase inh	EBV gp42 block	L929 necroptosis	14-3-3 Bad inh	NCF1 inh
O=c1[nH]c(=O)n(Cc2ccccc2)c(O)c1/C=N/NCCO	18	5	-1	15	1	-24	0.2	-8	-21
CN(C)CC#CCOCCOCCC#N	-5	0	0	0	-11	-6	-0.4	-15[fluorescence artefact?]	-8
C=C(C)c1cccc(C(C)(C)NC(=O)NC2CN3CCC2CC3)c1 (stereo not drawn)	2	-1	-5	-4	5	-8	3.3	-3	-6
Cc1c(N=Nc2c(O)[nH]c(=S)[nH]c2=O)c(=O)n(-c2ccccc2)n1C	-34	-7	-20	1	-21	-58	0.8	3	-48
COc1cccc(OC)c1C(=O)Nc1nc(N)n(-c2ccccc2)n1	-2	0	-5	1	-8	-20	-0.2	12	-11
Cc1cc(C)cc(N2C(=O)NC(=O)/C(=C\c3cccn3-c3ccc(Cl)cc3)C2=O)c1	-33	0	17	4	22	-51	0.2	8[fluorescence artefact?]	-72
CC(C(=O)Nc1ccc(Br)cc1C(=O)c1ccccc1)N1CCOCC1 (stereo not drawn)	-4	2	-1	5	-26	-9	1.0	4	-8
CN1C(=O)C(C2c3ccccc3C(=O)N2Cc2ccc([N+](=O)[O-])cc2)C(=O)N(C)C1=O (stereo not drawn)	3	-4	-4	0	-15	-6	-0.1	27	9
CCOC(=O)c1c(-c2ccc(OC)cc2)oc2ccc(OC(=O)N(C)C)cc12	-12	-6	9	-3	-9	-7	0.5	2	-20
Cc1[nH]c2ccccc2c1C(=O)CN1CC=C(c2ccccc2)CC1	2	-4	-6	8	-5	-20	/	-2[fluorescence artefact?]	-15
Cc1ccc(Cl)cc1N1CCN(CCN)CC1	2	0	4	-1	1	-9	3.4	8	-16
CCC(=O)CC(c1ccc([N+](=O)[O-])cc1)c1c(O)c2ccccc2oc1=O (stereo not drawn)	4	0	-7	0	1	-11	0.2	58	-1
COc1ccc(C(=O)C2CCCN(Cc3cnc(C)s3)C2)cc1OC (stereo not drawn)	2	1	3	9	-29	2	0.2	-6	4
COc1cc(N2CCOCC2)ccc1/C=C1\C(=O)NC(=O)N(Cc2cccs2)C1=O	-2	2	-23	20	-5	-29	1.4	-8	-49
CCC(=NCc1ccco1)c1c(O)n(-c2ccccc2C)c(=O)[nH]c1=O	-2	0	5	0	-10	-5	0.1	4	-1
Cc1cccc(NC(=S)N2CC3CC(C2)c2cccc(=O)n2C3)c1C (stereo not drawn)	-1	0	-3	1	0	-17	-0.3	6	-31
CNP(=O)(Oc1ccccc1)OC12CC3CC(CC(C3)C1)C2 (stereo not drawn)	0	1	0	3	-8	4	-0.4	1	-8
CC(=NCc1cccnc1)c1c(O)n(Cc2ccccc2)c(=O)[nH]c1=O	-7	2	-7	1	/	0	-0.3	0	-16
CCn1c(C)c(C(=O)O)c2cc(OC)ccc21	-2	-2	-4	0	1	-1	0.3	-5	-12

Another view of some results above:
Compound | Runt-SMMHC FRET | Runt-CBFb FRET | TbHK1 inh | Hck Nef HTS | Mdm2 ligase inh | EBV gp42 block | L929 necroptosis | 14-3-3 Bad inh | NCF1 inh
O=C1NC(=O)N(c2ccc(F)cc2)C(=O)/C1=C/c1ccc(N2CCOCC2)cc1 | 5 | 4 | -46 | 22 | -8 | -16 | 34 | -19 | -13
CC(CN1CCOCC1)OC(=O)Cc1ccccc1 (stereo not drawn) | 0 | -1 | 4 | 15 | -18 | 0 | 1.1 | 5 | 0
